Source: PubChem BioAssay
PglD inh: C. jejuni PglD acetyltransferase inhibitors, primary screen, biochemical, DTNB colorimetric, single point | UDP-N-acetylbacillosamine N-acetyltransferase PglD (Campylobacter jejuni) | purified PglD enzyme, DTNB colorimetric CoA detection | inhibition, % at 12.5 µM | 0.098% of 360,000 active; in the data active means inhibition above about 16%, passing the limit was not always enough; further: strong numbers were not always called active
INS-1E GSIS act: GLuc luminescence reporter in INS-1E cells, primary screen for activators of glucose-dependent secretion of insulin; INS-1E GLuc reporter insulin secretion, 2-3 h; activation, % at 16.6 µM; 0.61% of 370,000 active; AID 743287, 2014;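 active means lowest replicate activation of at least 40%, so every replicate reaches that level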;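 further: 0% = median of neutral control wells and 100% = median of IBMX positive control wells; some compounds called inactive have numbers as strong as hits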
F508del corr: F508del CFTR correction, initial screen, CFBE line, single point; activity (quench increase), % at 7.58 µM; 0.36% of 350,000 active; CFBE cells, YFP halide quenching; stimulated with forskolin plus potentiator P3; % fluorescence drop versus neutral controls;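 active means mean added fluorescence quench of at least 8% versus neutral control, with both replicates also reaching 8%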;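 further: cells transiently co-express mutant CFTR-F508del with the halide-sensitive YFP; corrector assay measuring rescue of mutant channel to the surface after 24 h compound exposure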
miR122 inh: miR-122 Renilla sensor signal increase in Huh7, primary screen, miR-122 inhibitor project, cell-based, single point, plate reader; Huh7 miR-122 Renilla luciferase sensor, 48 h; neutral wells = 0, positive control = 100; activation (reporter increase), % at 12.5 µM; 0.3% of 340,000 active;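 active means mean replicate activation score at least 90 and every replicate individually at or above 90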;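 further: higher luciferase means less miR-122 activity so hits act as miR-122 inhibitors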
PGC1a acetyl inh: inhibitors of PGC1a acetylation signal, primary screen, cell-based, U2OS, AlphaScreen, inhibitor mode; AlphaScreen anti-acetyl-lysine; with virally co-expressed GCN5 acetyltransferase; inhibition, % at 15.6 µM; 0.17% of 350,000 active; AID 651687, 2012;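 active means every replicate shows inhibition of at least 40%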;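 further: 0% = neutral control wells and 100% = positive control wells; some results beyond the cut were filed as inactive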
Cneo AK release: Cryptococcus neoformans cell lysis inducers, primary screen, AK release luminescence, single concentration; lysis activity, % at 15 µM; C. neoformans lysis, adenylate kinase release luminescence, 4 h; normalised: neutral wells 0, clomiphene wells 100; AID 651654, 2012; 0.2% of 360,000 active;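 active means mean lysis activity across replicates of at least 80%, whatever share of replicates individually reach that level; inactive means mean lysis activity below 80%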
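read-out = cell lysis signal | test system = log-phase Cryptococcus neoformans yeast cells | input = cells at 5 × 10^6 per mL | medium = fresh YPD growth medium | signal = luminescent adenylate kinase detection reagent | timing = 4 h at 37 °C static, read 1 h later | dosing = single dose | controls = Clomiphene as positive lysis control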
FN deposit inh: inhibitors of fibronectin matrix deposition, primary screen, AH1F cells, Alexa488-fibronectin fluorescence, plate reader; AH1F fibroblasts, overnight; inhibition, % at 12.6 µM; 0.086% of 350,000 active; AID 743247, 2014;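 active means mean inhibition across replicates of 30% or more, regardless of how many single replicates reach that level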;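 further: positive control wells lacked labelled fibronectin entirely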
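Measured by – fluorescence 485/525 nm · System – AH1F fibroblast monolayer, labelled fibronectin deposition · Amount – 10000 cells per well · Buffer or medium – serum-reduced DMEM (2% serum) · Doses – single dose, pinned · Also added – fluorescent fibronectin at 24 nM final · Schedule – 1 h cell attachment, overnight exposure to compound and label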
Statin myotox sup: suppressors of statin myotoxicity in C2C12 myotubes, primary screen, cell-based, single point, plate reader. C2C12 myotubes + simvastatin, ATP luminescence, 48 h; scaled: DMSO 0, geranylgeraniol control 100. 0.78% of 330,000 active. rescue of ATP level, % at 7.49 µM. AID 602340, 2012;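 active means mean ATP rescue above about 67%, or every replicate alone reaching that limit, limit read from the data, passing the limit was not always enough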;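 further: myotubes were challenged with 10 µM simvastatin during compound exposure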
* marks the source's active call; other numbers are inactive results; · = not tested or not shown; [ ] = remark or other dose.

SMILES | PglD inh | INS-1E GSIS act | F508del corr | miR122 inh | PGC1a acetyl inh | Cneo AK release | FN deposit inh | Statin myotox sup
COCCCNC(=S)N1CCC(C(=O)c2ccc3c(c2)OCCO3)CC1 | · | 6.3 | 0.5 | · | -15.1 | · | 5.6 | ·
O=c1c(N2CCOCC2)c(N2CCOCC2)c1=O | -4.5 | 12.7 | 1.1 | 0.3 | · | -0.9 | 0.4 | 6.4
O=C1CCN(Cc2ccc(Cl)cc2)N1 | -1.6 | 5.6 | 4.6 | 3.3 | -1.4 | 0.8 | 2.5 | 2.6
C/C=C/c1cnc2c(c1)C(=O)N([C@H](C)CO)C[C@@H](C)[C@H](CN(C)C(=O)Cc1ccccc1)O2 | -0.7 | 17.8 | -1.0 | -2.3[16.7 µM] | 27.5 | 3.3 | · | 3.0
COc1ccc(C(=O)Oc2ccc(N(C)S(=O)(=O)c3ccccc3)cc2)cc1[N+](=O)[O-] | -4.7 | 10.2 | -1.2 | -2.3 | 2.6 | 3.0 | 6.9 | -8.1
C[C@@H]1CCCCO[C@@H](CN(C)C(=O)CCC(F)(F)F)[C@@H](C)CN([C@@H](C)CO)C(=O)c2cc(NS(=O)(=O)c3ccc(F)cc3)ccc2O1 | 0.3 | -8.5 | -1.0 | 5.5[16.7 µM] | -10.7 | 2.9 | -11.1 | ·
Cc1ccc(C)c(Cn2c(=O)n(CCC(=O)NCc3ccco3)c(=O)c3ccccc32)c1 | -6.9 | 5.4 | · | 6.5 | 6.4 | 2.7 | · | -19.6
O=C(c1cccnc1)N1C[C@H]2[C@@H](c3ccccc31)[C@H](CO)N2C(=O)Nc1ccccc1Cl | 0.5 | 8.7 | -2.8 | -40.0[16.7 µM] | -9.4 | 0.0 | -0.8 | 10.6
CCOC(=O)C1CCN(C(=O)CCC(=O)NNc2nc3ccccc3c3nc(C)nn23)CC1 | 2.7 | 10.1 | 0.7 | -3.0 | 10.4 | -5.0 | 4.0 | 10.9
O=C(C[C@H]1C[C@H]2c3cc(NC(=O)NC4CCCC4)ccc3O[C@H]2[C@H](CO)O1)NCCN1CCCCC1 | 2.0 | -7.3 | 1.6 | -2.1[16.7 µM] | 4.2 | 0.6 | -0.7 | -6.5
COc1cc(/C=C2\NC(=S)N(C)C2=O)ccc1O | · | -1.0 | -1.5 | · | 0.3 | · | -3.0 | ·
C[C@@H]1CN([C@H](C)CO)C(=O)c2cc(C#Cc3cccnc3)cnc2O[C@@H]1CN(C)Cc1ccc(F)cc1 | 1.2 | 1.1 | -6.1 | · | 14.0 | -5.4 | · | -2.6
Cn1c(=NC(=O)C(C)(C)C)sc2cccc(F)c21 | · | -0.9 | 1.8 | -3.9 | 0.6 | · | -6.4 | -6.4
Cc1ccccc1NC(=O)Nc1nc2ccc(S(C)(=O)=O)cc2s1 | -3.7 | 18.9 | · | 1.2 | 6.7 | 1.5 | 11.2 | ·
Cc1cc(C)nc(N/N=C/c2ccccc2Cl)n1 | -6.3 | 11.0 | -1.7 | -3.8 | 2.9 | 0.0 | -5.4 | ·

Taken from the results shown (4 entries):
SMILES | PglD inh | INS-1E GSIS act | F508del corr | miR122 inh | PGC1a acetyl inh | Cneo AK release | FN deposit inh | Statin myotox sup
C[C@@H]1CN([C@H](C)CO)C(=O)c2cc(C#Cc3cccnc3)cnc2O[C@@H]1CN(C)Cc1ccc(F)cc1 | 1.2 | 1.1 | -6.1 | · | 14.0 | -5.4 | · | -2.6
Cn1c(=NC(=O)C(C)(C)C)sc2cccc(F)c21 | · | -0.9 | 1.8 | -3.9 | 0.6 | · | -6.4 | -6.4
Cc1ccccc1NC(=O)Nc1nc2ccc(S(C)(=O)=O)cc2s1 | -3.7 | 18.9 | · | 1.2 | 6.7 | 1.5 | 11.2 | ·
Cc1cc(C)nc(N/N=C/c2ccccc2Cl)n1 | -6.3 | 11.0 | -1.7 | -3.8 | 2.9 | 0.0 | -5.4 | ·

Continued:
SMILES | PglD inh | INS-1E GSIS act | F508del corr | miR122 inh | PGC1a acetyl inh | Cneo AK release | FN deposit inh | Statin myotox sup
CNc1nc(NCc2ccc(C)cc2C)c2sccc2n1 | 4.9 | -20.5 | -0.2 | -3.6 | 5.5 | -2.4 | 15.7 | -58.8
CCOc1ccccc1NC(=O)C1CCCN1C(=O)OCc1ccccc1 (stereo not drawn) | -1.4 | · | · | 4.9 | -15.3 | -0.1 | · | ·
Cc1ccccc1-n1c(=O)c(C#N)cc2c(=O)n3ccccc3nc21 | -1.9 | · | · | 11.5 | · | 0.1 | 4.7 | -2.0
Cc1nnc2sc(-c3ccco3)nn12 | 1.3 | 22.2 | -1.4 | -12.8 | -1.8 | 0.2 | · | -14.2
Cc1nnc(SCC(=O)N2CCN(c3cccc(Cl)c3)CC2)n1C1CC1 | -4.4 | -6.4 | 2.1 | -14.9 | 7.3 | -1.6 | · | 7.2
Cc1cccc(S(=O)(=O)N2CC[C@@H]3[C@H]2c2cc(C#Cc4cccnc4)ccc2N[C@@H]3CO)c1 | -2.9 | 10.6 | -2.4 | 6.6[16.7 µM] | -7.9 | -15.3 | 24.6 | -37.4
O=C(NCCN1CCOCC1)c1cc(Br)ccc1Cl | 10.6 | -2.8 | 0.2 | -2.6 | 13.8 | 1.5 | -5.3 | 3.9
Cc1ccc(C(=O)NNC(=O)c2ccncc2)cc1S(=O)(=O)N1CCCCC1 | 2.5 | -10.7 | 0.0 | -5.8 | -7.2 | -0.7 | 4.6 | 3.1
O=C(c1ccncc1)N1CCCC(N2CCN(c3ccc(F)cc3)CC2)C1 (stereo not drawn) | -5.7 | -8.9 | 1.8 | · | · | 0.7 | 6.1 | -3.2
O=C(O)C1(NS(=O)(=O)c2ccc(F)c(Cl)c2)CCCCC1 | 5.1 | 4.0 | · | · | -1.6 | -3.6 | -3.9 | 8.8
Cc1ccc(C(=O)/C=C/c2ccccc2)o1 | · | · | · | 2.2 | -40.0 | 0.0 | · | -9.6
CCOC(=O)c1ccc(N=C2S/C(=C\c3cc(C)n(-c4cccnc4)c3C)C(=O)N2C)cc1 | 0.8 | · | · | 0.2 | -0.9 | 0.7 | · | 6.7
CN(C(=S)Nc1ccc(SC(F)F)cc1)C(c1ccccc1)c1ccccc1 | -8.2 | -34.0 | 5.7 | · | · | 3.9 | 1.1 | -1.4
O=C(CSc1ccsc1[N+](=O)[O-])NCc1ccccc1 | -3.6 | -2.4 | -2.2 | 6.9 | · | 0.3 | -6.5 | 9.4
COc1ccc(Cl)cc1NC(=O)CN1CCCC1 | · | 1.1 | 0.8 | · | 2.6 | · | -0.4 | ·
C=C1CCN([C@@H](CC(C)C)C(=O)NCCCc2ccccc2)S(=O)(=O)c2ccccc21 | -2.0 | -17.6 | 0.6 | -0.7 | -25.3 | 0.3 | -4.5 | -22.4
O=C(CN1C(=O)CSc2ccc(S(=O)(=O)N3CCOCC3)cc21)NCc1ccc(Cl)cc1 | 4.4 | -44.1 | 1.9 | -1.6 | -4.4 | -1.0 | 7.0 | 28.6
O=C(COCc1nc2ccccc2c(=O)[nH]1)NC1CCCC1 | 4.4 | · | · | -6.2 | 5.6 | -2.9 | 10.5 | -8.6
Cc1ccc(Nc2ncnc3c2cnn3C)cc1 | 3.2 | 16.5 | -3.3 | -3.7 | -6.0 | -0.5 | 12.8 | -3.5
COc1ccc(C2Nc3ccccc3C(=O)N2Cc2ccccc2)cc1COc1ccccn1 (stereo not drawn) | 4.4 | · | · | 2.5 | -12.8 | 2.9 | · | 13.0
C[C@@H]1CN([C@@H](C)CO)C(=O)c2cc(NC(=O)c3ccncc3)ccc2O[C@@H](C)CCCCO[C@H]1CN(C)C(=O)Nc1ccccc1 | 1.1 | 1.2 | 1.4 | -0.7[16.7 µM] | 8.8 | -1.8 | 5.2 | ·
COc1ccccc1OCC(=O)N1CCCC(Nc2ccc(F)c(F)c2)C1 (stereo not drawn) | -0.3 | -40.5 | -2.3 | -1.6 | -4.0 | 1.0 | 8.7 | ·
S=c1[nH]cnc2scc(-c3ccccc3)c12 | 13.2 | 12.9 | · | 9.2 | -0.5 | 0.3 | 8.6 | 11.4
Cc1cc(C)n(Cc2cc(C(=O)O)c3ccccc3n2)n1 | -2.5 | 1.5 | 2.0 | 4.2 | 8.6 | -2.5 | · | 1.4
FC(F)(F)c1ccc(N2CCOCC2)c(NC2=NCCCCC2)c1 | 1.2 | · | · | -0.5 | 6.0 | 0.7 | -7.2 | ·
O=C(Nc1nc(-c2ccccc2)ns1)c1cccs1 | 0.4 | -17.5 | -0.6 | 14.6 | 5.4 | 20.2 | · | 5.9
CS(=O)(=O)N1CC(=O)N2[C@H](CO)[C@H](c3ccc(Br)cc3)[C@@H]2C1 | · | 11.7 | -1.5 | · | 5.8 | · | 8.2 | ·
Cc1ccc(NC(=S)NC(=O)/C=C/c2ccco2)c(O)c1 | -0.7 | -0.4 | 3.4 | 1.7 | -3.0 | 0.6 | 16.1 | -6.4
C[C@@H]1CN([C@H](C)CO)C(=O)c2cc(C#Cc3ccccc3)cnc2O[C@@H]1CN(C)C(=O)c1ccccc1 | 1.2 | -12.6 | · | -3.7[16.7 µM] | 0.3 | -14.2 | -24.6 | 10.2
COc1cccc(NC(=O)CSc2nnc(Cc3ccc(OC)c(OC)c3)o2)c1 | 3.7 | 37.6 | -0.7 | · | · | 0.0 | 2.0 | 6.3
CCC(C)(C)NC(=O)C(c1ccc(OC)cc1)N(Cc1ccco1)C(=O)CCC(=O)Nc1cc(C)on1 (stereo not drawn) | -1.6 | · | · | -10.8 | -8.1 | 0.5 | -0.1 | ·
CN(Cc1ccc2c(c1)OCO2)C(=O)c1cc(-c2ccccc2)c(N2CCOCC2)s1 | -0.6 | -10.2 | 4.6 | -5.1 | -13.2 | -2.8 | 2.3 | 35.9
CC(C)NC(=O)Nc1ccc2c(c1)C(=O)N([C@@H](C)CO)C[C@@H](C)[C@H](CN(C)Cc1ccc(C(F)(F)F)cc1)OCCCC[C@H](C)O2 | 5.1 | 5.3 | -0.6 | -3.2[16.7 µM] | 2.4 | 48.9 | 3.2 | ·
COc1ccc2nc(NC(=O)CSc3ccccc3)sc2c1 | -1.7 | -1.0 | · | 2.4 | -12.2 | 0.4 | · | -19.8
COn1c(-c2ccc(Cl)cc2)nc2ccc(Cl)cc21 | 0.9 | · | · | -5.3 | 0.2 | -2.0 | -5.8 | -13.2
Cc1nc2ccc(S(=O)(=O)NCC(=O)N3CCC(C)CC3)cc2s1 | 2.5 | · | · | -3.8 | -10.7 | -8.6 | · | 3.2
C[C@]12C=CC(=O)C=C1CC[C@@H]1C2=CC[C@]2(C)[C@@H](C(=O)CN3CCN(c4cc(N5CCCC5)nc(N5CCCC5)n4)CC3)CC[C@@H]12 | -2.5 | · | -3.3 | -11.5 | 31.5 | 2.2 | -0.3 | -19.5
CN(C)c1cccc(N=C2C=C(N3CCOCC3)CC(C)(C)C2)c1 | 1.2 | · | · | 2.2 | 11.3 | 0.9 | · | 20.1
COCCCn1c(C)nnc1SCC(=O)Nc1cccc(C)c1 | 5.2 | 13.6 | -7.1 | · | · | -1.8 | -12.5 | -7.1
CC(C)NC(=O)Nc1ccc2c(c1)CC(=O)N([C@H](C)CO)C[C@@H](C)[C@H](CN(C)Cc1ccc(-c3ccccc3)cc1)O2 | 6.1 | -14.4 | 1.6 | -3.8[16.7 µM] | -5.4 | -2.9 | · | 62.1
